TrxR1 inh: qHTS Assay for Inhibitors of Mammalian Selenoprotein Thioredoxin Reductase 1 (TrxR1): qHTS; Thioredoxin reductase 1, cytoplasmic (Rattus norvegicus), O89049; recombinant rTrxR1, NADPH fluorescence consumption, selenite substrate; Potency, µM (doses to about 114 µM), inactives show at the highest dose activity change, negative = inhibition, usual class: inhibitors; hit rate 1% among 390,000; AID 588453, 2011; note: potency is the fitted concentration of half-maximal effect; % is set by controls: 0 for no effect and ±100 for the full control effect; nearly all actives have a fitted effect of over 65% in size
Target sequence (O89049 whole entry, looked up): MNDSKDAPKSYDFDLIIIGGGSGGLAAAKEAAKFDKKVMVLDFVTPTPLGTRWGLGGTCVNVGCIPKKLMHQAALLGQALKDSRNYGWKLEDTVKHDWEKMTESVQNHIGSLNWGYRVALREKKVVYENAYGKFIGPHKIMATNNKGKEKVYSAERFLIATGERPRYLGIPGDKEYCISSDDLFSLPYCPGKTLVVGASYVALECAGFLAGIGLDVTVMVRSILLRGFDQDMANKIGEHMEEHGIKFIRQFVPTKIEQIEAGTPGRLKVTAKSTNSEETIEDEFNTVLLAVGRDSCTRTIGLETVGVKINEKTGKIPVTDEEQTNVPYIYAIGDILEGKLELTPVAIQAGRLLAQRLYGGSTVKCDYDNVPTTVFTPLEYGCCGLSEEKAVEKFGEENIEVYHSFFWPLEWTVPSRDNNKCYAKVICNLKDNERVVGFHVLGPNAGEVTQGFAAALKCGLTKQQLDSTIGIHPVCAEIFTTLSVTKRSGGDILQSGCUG
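Rat TrxR1 (90 nM in the dispensed reagent) was pre-reduced with 400 uM NADPH for 5 min at room temperature, then incubated with compound for 15 min. After 400 uM selenite was added, NADPH fluorescence (Ex 340/Em 450 nm) was followed for 8 min.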
LDHA block: qHTS assay for inhibitors of human lactate dehydrogenase; AID 1347041, 2019; activity change, % (values are at about 110 or 230 µM); hit rate 0.15% among 480,000; L-lactate dehydrogenase A chain (Homo sapiens), P00338; purified LDHA, NADH/diaphorase-resazurin fluorescence; active compounds read low; in the data active = activity change below about -30%; inconclusive = mostly about -25% to -30%;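 note: plate controls were DMSO wells for no effect and wells without enzyme for full effect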
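LDH5 2 nM; NADH 0.06 mM, pyruvate 0.2 mM; 200 mM Tris pH 7.4, EDTA, Tween-20; 5 min RT. Detection: diaphorase 0.133 mg/mL + resazurin 37 µM, fluorescence ex540/em590 at 0 and 20 min; normalized to enzyme-free and DMSO wells.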
mIDH1 inhibitor: qHTS for Inhibitors of mutant isocitrate dehydrogenase 1 (IDH1): qHTS | Isocitrate dehydrogenase [NADP] cytoplasmic (Homo sapiens), O75874 | IDH1-R132H enzyme, NADPH consumption, diaphorase/resazurin fluorescence | Potency, µM (doses to about 76.6 µM), for inactives: at the highest dose activity change, negative = inhibition, most hits filed as inhibitors | hit rate 0.093% among 390,000 | AID 602179, 2012; note: potency is the fitted concentration of half-maximal effect; % is set by controls: 0 for no effect and ±100 for the full control effect; nearly all actives have a fitted effect of over 65% in size
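IDH1-R132H (0.5 ug/mL) preincubated 30 min with compound, then NADPH (0.016 mM) and alpha-KG (2 mM) added; 80 min at RT, pH 7.5. Remaining NADPH coupled via diaphorase/resazurin to fluorescence (540/590 nm); concentration-response curves normalized to no-enzyme control.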
Vif-APOBEC3G blk: qHTS for Inhibitors of Vif-A3G Interactions: qHTS | hit rate 0.076% among 410,000 | HeLa A3G-eYFP + Vif (tagged APOBEC3G with the HIV-1 protein that degrades it), YFP fluorescence, overnight | DNA dC->dU-editing enzyme APOBEC-3G (Homo sapiens), Q9HC16 | Potency, µM (series often up to 46.1 µM), without a hit: at the highest dose activity, negative = active, hits mostly inhibitors;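 note: potency is the fitted concentration of half-maximal effect; % is set by controls: 0 for no effect and ±100 for the full control effect; nearly all actives have a fitted effect of over 60% in size; hits raise eYFP signal because A3G escapes Vif-driven loss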
Target sequence (Q9HC16 whole entry, looked up): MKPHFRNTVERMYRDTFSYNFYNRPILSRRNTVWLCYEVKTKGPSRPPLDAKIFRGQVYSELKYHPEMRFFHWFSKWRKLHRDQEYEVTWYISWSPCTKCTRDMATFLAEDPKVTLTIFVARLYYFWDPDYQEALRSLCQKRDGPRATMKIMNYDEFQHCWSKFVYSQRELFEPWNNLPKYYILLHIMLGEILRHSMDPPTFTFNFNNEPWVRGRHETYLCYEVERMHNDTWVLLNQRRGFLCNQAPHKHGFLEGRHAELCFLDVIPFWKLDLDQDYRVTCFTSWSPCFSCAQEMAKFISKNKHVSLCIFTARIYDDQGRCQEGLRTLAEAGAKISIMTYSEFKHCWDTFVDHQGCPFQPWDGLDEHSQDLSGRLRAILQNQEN
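Read-out is eYFP fluorescence (Ex 488/Em 500-530) from Vif-expressing HeLa A3G-eYFP cells; more signal means A3G escaped Vif-mediated degradation. Cells plated overnight, compound pinned in, incubated overnight at 37 deg C.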
USP1 inh: Inhibitors of USP1/UAF1: Primary Screen; recombinant USP1/UAF1, Ub-Rhodamine cleavage fluorescence; Potency, µM (titrated, usually from 57.1 µM), for inactives: top-dose activity change, negative = inhibition, most hits filed as inhibitors; hit rate 0.23% among 390,000; note: potency is the fitted concentration of half-maximal effect; % is set by controls: 0 for no effect and ±100 for the full control effect; nearly all actives have a fitted effect of over 60% in size; inactives centre near -12
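Step one: compound is pinned into 1nM USP1/UAF1 in HEPES pH 7.8 buffer with TCEP. Step two: 15 min room-temperature incubation. Step three: Ub-Rho (150nM final) starts cleavage, tracked by fluorescence over six one-minute reads.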
Vif-APOBEC3F blk: qHTS for Inhibitors of Vif-A3F Interactions: qHTS; HeLa A3F-eYFP + Vif (tagged APOBEC3F with the HIV-1 protein that degrades it), YFP fluorescence increase; Potency, µM (highest dose often 46.1 µM), for the others: at the top dose activity, negative = active; hit rate 0.2% among 390,000; note: potency is the fitted concentration of half-maximal effect; % of control where 0% means no effect; nearly all actives have a fitted effect of over 65% in size
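HeLa cells stably expressing Vif plus C-terminally eYFP-tagged A3F were seeded, incubated overnight at 37 deg C, dosed with compound, incubated overnight again at 37 deg C. Yellow fluorescence (Ex 488/Em 500-530) reported blocked Vif-mediated A3F-eYFP degradation.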
RGS4 inh: Inhibitors of Regulator of G Protein Signaling (RGS) 4: qHTS; Regulator of G-protein signaling 4 (Homo sapiens), P49798; Transcreener GDP fluorescence polarization, RGS4-accelerated GTP hydrolysis; Potency, µM (doses to about 114 µM), without a hit: at the top dose activity change, negative = inhibition, usual class: inhibitors; hit rate 0.039% among 390,000; AID 504845, 2011; note: potency is the fitted concentration of half-maximal effect; % is set by controls: 0 for no effect and ±100 for the full control effect; nearly all actives have a fitted effect of over 75% in size; some results filed as inactive show a strong effect at the top dose
Target sequence (P49798 whole entry, looked up): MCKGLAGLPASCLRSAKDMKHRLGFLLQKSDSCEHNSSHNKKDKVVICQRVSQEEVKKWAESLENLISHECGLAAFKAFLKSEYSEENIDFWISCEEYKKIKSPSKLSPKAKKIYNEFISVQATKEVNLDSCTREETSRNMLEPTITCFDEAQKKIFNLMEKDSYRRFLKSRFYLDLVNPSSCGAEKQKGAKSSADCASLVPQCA
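MLSMR compounds (23 nl, pin-transferred) preincubated 10 min at room temperature with a 500nM (2x) first reagent, then RGS4 at 900nM (2x) plus Transcreener GDP mix added; fluorescence polarization (620/688 nm) read before and after 90 min at 30 °C.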
TrxR1 substrate: qHTS Assay for Substrates of Mammalian Selenoprotein Thioredoxin Reductase 1 (TrxR1): qHTS. AID 588456, 2011. Thioredoxin reductase 1, cytoplasmic (Rattus norvegicus), O89049. purified TrxR1 substrate turnover, NADPH consumption readout. hit rate 0.01% among 390,000. Potency, µM (doses to about 114 µM), for inactives: at the top dose activity change, negative = substrate turnover; note: potency is the fitted concentration of half-maximal effect; % is set by controls: 0 for no effect and ±100 for the full control effect; nearly all actives have a fitted effect of over 50% in size
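Rat TrxR1, dispensed at 90 nM, was prereduced with 400 uM NADPH (final) for 5 min at ~22 deg C, then incubated with compound 15 min before 400 uM selenite. A first-read NADPH fluorescence drop versus no-compound background flagged substrates.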
Glioma ERSR ind: qHTS for Inducers of the Endoplasmic Reticulum Stress Response (ERSR) in Human Glioma: qHTS. U87-MG GRP78 promoter luciferase reporter, 16 h. Potency, µM, for the others: at the highest dose activation, usual class: activators. hit rate 0.02% among 420,000. AID 602332, 2012; note: potency is the fitted concentration of half-maximal effect; series mostly up to about 76 µM; % of control where 0% means no effect; nearly all actives have a fitted effect of over 35% in size
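Stably transfected U87-MG glioma cells carrying a GRP78-based luciferase sensor; 16 h compound incubation. Luminescence end-point read 10 min after Bright-Glo addition at room temperature.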
* hit, by the source's call; ? = inconclusive; . = no result given; & = joins results of further samples; [ ] = remark or other dose. Unless noted, calls come from the whole dose curve; as a rule, active = well fitted curve in the direction sought with a large enough effect; inconclusive = small, poorly fitted or top-dose-only effect, or another doubt; inactive = no such curve, though single readings can be large; an effect the other way counts as inactive or inconclusive. Not all compounds are listed; the hit share may differ from the screen's.

SMILES	TrxR1 inh	LDHA block	mIDH1 inhibitor	Vif-APOBEC3G blk	USP1 inh	Vif-APOBEC3F blk	RGS4 inh	TrxR1 substrate	Glioma ERSR ind
COC(=O)c1sccc1NC(=O)CC1C(=O)NCCN1C(=O)Nc1ccccc1 (stereo not given)	11%[57.1 µM]	-4	10%	0%	-3%	-3%	1%	-4%	-2%
CC(=O)OC1CCC(OC(C)=O)c2c1n([O-])c(C)c(C)[n+]2=O (stereo not given)	-3%	0	3%	3%	-23%	-1%	0%	-5%	-3%
COc1ccc(CCCc2nnc(SCC(=O)Nc3cccc(F)c3C)o2)cc1	13%	-16	-1%	2%	-7%	-5%	12%	4%	5%
CCCCCn1c(=N)n(CC(O)COc2ccccc2OC)c2ccccc21 (stereo not given)	8%&8%	-4&-13	-6%&0%	7%&5%	-14%&-23%	-3%&-9%	3%&23%	-1%&8%	-5%&-6%
Cc1cc(C)c(C)c(OCC(=O)O/N=C(\N)c2ccccn2)c1	-6%	1	4%	-5%	-18%	9%	-15%	-5%	-1%
Fc1ccc(Nc2nc(N/N=C/c3ccco3)nc(N3CCCCC3)n2)cc1	-1%[57.1 µM]	1	2%	-6%	-18%	-1%	-39%	0%	2%
CSc1ncnc2c1ncn2CCCNCC(C)c1ccccc1 (stereo not given)	.	0	7%	1%	-10%	0%	.	.	-3%
NC(=O)c1nsc(C(=O)N(Cc2ccco2)C(C(=O)NCc2ccc(F)cc2)c2ccc(O)cc2)c1N (stereo not given)	29%[57.1 µM]	-5	-1%	-3%	-8%	-19%	1%	9%[57.1 µM]	-5%
CC1CCN(C(=O)CSc2nc(C3CC3)nc3ccccc23)CC1	0%[57.1 µM]	-2	6%	0%	-25%	10%	-1%	1%[57.1 µM]	-1%
CN(C)CCCNC(=O)c1ccc(=O)[nH]n1	14%	-6	-6%	1%	-6%	-8%	0%	-1%	-3%
COc1ccc(C(=O)Nc2ccc(NC(=O)c3cccs3)cc2)cc1Cl	21%	-2	8%	0%	-20%	-17%	?	7%	-2%
O=C(NC(=S)N1CCN(c2ccc(Cl)cc2[N+](=O)[O-])CC1)c1ccco1	-9%[57.1 µM]	-3	2%	-6%	-14%	?	-16%	-9%	-1%
CCn1cc(C(=O)NCC2CCCO2)c(=O)c2cc(S(=O)(=O)N(C)C)ccc21 (stereo not given)	-1%[57.1 µM]	-5	-1%	0%	-9%	2%	4%	2%[57.1 µM]	-3%
CS(=O)(=O)c1ccccc1-c1nnc(NC(=O)c2ccc3c(c2)OCCO3)o1	25%[57.1 µM]	4	-6%	1%	-13%	?	28%	1%[57.1 µM]	-2%
Cc1ccc(S(=O)(=O)NCC(=O)N(CC(=O)NCC2CCCO2)Cc2ccc(Cl)cc2)cc1 (stereo not given)	-17%	-4	-15%	2%	-22%	-8%	-1%	-11%	-3%
COC(=O)CSc1nc(C)cc(C)n1	-5%[57.1 µM]	-6	-3%	0%	-3%	-6%	?	-8%[57.1 µM]	-1%
O=C(NC(=O)c1c(Cl)cccc1Cl)Nc1ccc(Oc2cccnc2)nc1	13%[57.1 µM]	-3	2%	0%	-16%	5%	-19%	-20%[57.1 µM]	-4%
Cc1cccc(N2CCN(C(=O)c3cc(S(=O)(=O)N4CCOCC4)cn3C)CC2C)c1 (stereo not given)	-14%	-7	4%	1%	-10%	2%	7%	-10%	0%
O=c1c2c3nc4ccccc4nc3n(-c3ccc4c(c3)OCCO4)c2ncn1C1CCCC1	-5%	-2	3%	1%	?	-9%	-10%	1%	-3%
COC(=O)CC1SC(=O)NC1=Nc1cccc(C)c1 (stereo not given)	20%[57.1 µM]	-4	6%	-3%	-25%	-6%	-29%	13%[57.1 µM]	-2%
CCCN(CCC)C(=O)C1CC(=O)OC12CCOC(C)(C)C2 (stereo not given)	8%	-6	10%	1%	-8%	4%	14%	1%	-1%
Cc1nn(C(C)C(=O)NC2CCCCC2)c(=O)c2nn(-c3ccccc3)c(C)c12 (stereo not given)	11%	-8	-4%	-1%	-19%	6%	-18%	3%	-3%
COc1ccc(C(CNC(=O)COc2cccc(C(F)(F)F)c2)N2CCCC2)cc1 (stereo not given)	7%	-1	16%	1%	-11%	7%	-22%	5%	-6%
COc1ccc2oc(=O)c(C(=O)NCc3cccnc3)cc2c1	-25%	-3	7%	0%	-15%	-2%	0%	168%[activator]	-1%
Cn1c(SCC(=O)N2CCCCC2)nc2c(c1=O)SCC2	-5%	-1	-1%	-5%	-3%	-4%	-2%	-10%	-1%

Overlap with the part before: two entries, followed by the next part.
SMILES	TrxR1 inh	LDHA block	mIDH1 inhibitor	Vif-APOBEC3G blk	USP1 inh	Vif-APOBEC3F blk	RGS4 inh	TrxR1 substrate	Glioma ERSR ind
COc1ccc2oc(=O)c(C(=O)NCc3cccnc3)cc2c1	-25%	-3	7%	0%	-15%	-2%	0%	168%[activator]	-1%
Cn1c(SCC(=O)N2CCCCC2)nc2c(c1=O)SCC2	-5%	-1	-1%	-5%	-3%	-4%	-2%	-10%	-1%
Cc1cccc(OCCCN2CCCCCC2)c1	6%	-13	2%	-2%	?	-1%	-4%	10%	-1%
COc1ccccc1N(C)S(=O)(=O)c1ccc(Cl)c(C(=O)Nc2ccncc2)c1	3%	4	1%	-17%	-14%	3%	-16%	2%	-3%
COC(=O)C1=C(C(=O)OC)[C@@H]2N(Cc3ccccc3)c3ccccc3[C@@]23C[C@@H](C(=O)OC)N(C(=O)C2CCC2)C3=N1	29%	0	2%	2%	-20%	3%	-6%	-1%	-5%
CCCCOc1ccc(C2c3c(oc4ccc(C)cc4c3=O)C(=O)N2CCCN(C)C)cc1OCC (stereo not given)	10%	0	9%	3%	2%	0%	27%	1%	-4%
COC(=O)[C@H](CC(C)C)NS(=O)(=O)c1ccccc1	25%[57.1 µM]	-3	-10%	3%	-19%	-7%	2%	9%[57.1 µM]	4%
C=C(C)C(=O)Nc1cccc(C2=NOC3(C2)C[C@@H](C(N)=O)N(C(=O)CC(c2ccccc2)c2ccccc2)C3)c1 (stereo not given in full)	19%	-3	0%	-10%	-9%	5%	4%	6%	0%
O=C(C1CCN(S(=O)(=O)c2c(Cl)cccc2Cl)CC1)N1CCCCCCC1	-5%[57.1 µM]	-1	-14%	0%	-5%	-7%	15%	-5%[57.1 µM]	1%
N#Cc1ccc(OCC(=O)NCC2(N3CCCCC3)CCCCC2)cc1	21%[57.1 µM]	-5	-5%	-5%	-13%	1%	-5%	4%	-4%
Cc1nn(C)cc1NC(=O)CC12CC3CC(CC(C3)C1)C2	12%	20	6%	1%	-21%	-7%	-3%	1%	-3%
COc1ccccc1S(=O)(=O)N(C)C[C@@H]1OCc2cnnn2CCCC(=O)N([C@H](C)CO)C[C@@H]1C	.	-3	-16%	3%	8%	9%	.	.	-3%
O=C(NCc1ccc(Cl)cc1)C(=O)NCC1OCCN1S(=O)(=O)c1cc(F)ccc1F (stereo not given)	15%	-2	1%	-2%	-4%	13%	5%	1%	-5%
Cc1ccccc1C1C(C#N)=C(N)N(N(C)C)C2=C1C(=O)CC(C)(C)C2 (stereo not given)	-2%[57.1 µM]	1	6%	-1%	-23%	?	17%	2%[57.1 µM]	-7%
Cc1cc([N+](=O)[O-])ccc1N	-1%	0	6%	-2%	-13%	-29%	-26%	-8%	-1%
NNC(=O)c1nc[nH]c1C(=O)Nc1ccccc1[N+](=O)[O-]	20%[57.1 µM]	-10	10%	?	0%	-15%	?	4%[57.1 µM]	4%
CCCCn1nc(C(=O)N(CC(C)C)c2c(N)n(CCCC)c(=O)[nH]c2=O)c2ccccc2c1=O	13%	-2	0%	-8%	?	-8%	-9%	7%[57.1 µM]	-4%
CCC(C)NS(=O)(=O)c1ccc(OC)c(Cl)c1Cl (stereo not given)	7%[57.1 µM]	-6	0%	-14%	-9%	3%	-16%	7%[57.1 µM]	-3%
COc1cccc(C2=CC(c3ccc(N(C)C)cc3)n3nnnc3N2)c1 (stereo not given)	?	12	1%	?	?	32µM*	-26%	-3%	0%
O=c1c2[nH]c3ccccc3c2nc(SCc2ccccc2F)n1-c1ccc(F)cc1	27%[57.1 µM]	-2	2%	2%	-13%	-8%	-23%	7%[57.1 µM]	-2%

Bioassay records from PubChem.
